Screening results from PubChem.
TrxR1 substrate: qHTS Assay for Substrates of Mammalian Selenoprotein Thioredoxin Reductase 1 (TrxR1): qHTS; Potency, µM (top dose mostly 114 µM), without a hit: at the highest dose activity change, negative = substrate turnover; AID 588456, 2011; Thioredoxin reductase 1, cytoplasmic (Rattus norvegicus), O89049; 390,000 compounds, 0.01% hits; purified TrxR1 substrate turnover, NADPH consumption readout; further: potency means the concentration at half of the fitted maximal effect; on the % scale 0 is the no-effect control and ±100 the full control effect; nearly all actives have a fitted effect of over 50% in size
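Rat TrxR1, dispensed at 90 nM, was prereduced with 400 uM NADPH (final) for 5 min at ~22 deg C, then incubated with compound 15 min before 400 uM selenite. A first-read NADPH fluorescence drop versus no-compound background flagged substrates.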
Vif-A3G inh: qHTS for Inhibitors of Vif-A3G Interactions: qHTS | HeLa A3G-eYFP + Vif (tagged APOBEC3G with the HIV-1 protein that degrades it), YFP fluorescence, overnight | Potency, µM (highest dose often 46.1 µM), for the others: top-dose activity, negative = active, actives largely listed as inhibitors | 410,000 compounds, 0.076% hits | DNA dC->dU-editing enzyme APOBEC-3G (Homo sapiens), Q9HC16 | AID 602310, 2012;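 further: potency means the concentration at half of the fitted maximal effect; on the % scale 0 is the no-effect control and ±100 the full control effect; nearly all actives have a fitted effect of over 60% in size; hits raise eYFP signal because A3G escapes Vif-driven loss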
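Read-out is eYFP fluorescence (Ex 488/Em 500-530) from Vif-expressing HeLa A3G-eYFP cells; more signal means A3G escaped Vif-mediated degradation. Cells plated overnight, compound pinned in, incubated overnight at 37 deg C.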
TrxR1 inh: qHTS Assay for Inhibitors of Mammalian Selenoprotein Thioredoxin Reductase 1 (TrxR1): qHTS | 390,000 compounds, 1% hits | recombinant rTrxR1, NADPH fluorescence consumption, selenite substrate | Potency, µM (series often up to 114 µM), for inactives: at the highest dose activity change, negative = inhibition, most hits filed as inhibitors; further: potency means the concentration at half of the fitted maximal effect; on the % scale 0 is the no-effect control and ±100 the full control effect; nearly all actives have a fitted effect of over 65% in size
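Rat TrxR1 (90 nM in the dispensed reagent) was pre-reduced with 400 uM NADPH for 5 min at room temperature, then incubated with compound for 15 min. After 400 uM selenite was added, NADPH fluorescence (Ex 340/Em 450 nm) was followed for 8 min.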
USP1 inh: Inhibitors of USP1/UAF1: Primary Screen. Ubiquitin carboxyl-terminal hydrolase 1 (Homo sapiens), O94782. recombinant USP1/UAF1, Ub-Rhodamine cleavage fluorescence. Potency, µM (titrated, usually from 57.1 µM), for the others: at the highest dose activity change, negative = inhibition, usual class: inhibitors. 390,000 compounds, 0.23% hits. AID 743255, 2014; further: potency means the concentration at half of the fitted maximal effect; on the % scale 0 is the no-effect control and ±100 the full control effect; nearly all actives have a fitted effect of over 60% in size; inactives centre near -12
Target sequence (O94782 whole entry, looked up): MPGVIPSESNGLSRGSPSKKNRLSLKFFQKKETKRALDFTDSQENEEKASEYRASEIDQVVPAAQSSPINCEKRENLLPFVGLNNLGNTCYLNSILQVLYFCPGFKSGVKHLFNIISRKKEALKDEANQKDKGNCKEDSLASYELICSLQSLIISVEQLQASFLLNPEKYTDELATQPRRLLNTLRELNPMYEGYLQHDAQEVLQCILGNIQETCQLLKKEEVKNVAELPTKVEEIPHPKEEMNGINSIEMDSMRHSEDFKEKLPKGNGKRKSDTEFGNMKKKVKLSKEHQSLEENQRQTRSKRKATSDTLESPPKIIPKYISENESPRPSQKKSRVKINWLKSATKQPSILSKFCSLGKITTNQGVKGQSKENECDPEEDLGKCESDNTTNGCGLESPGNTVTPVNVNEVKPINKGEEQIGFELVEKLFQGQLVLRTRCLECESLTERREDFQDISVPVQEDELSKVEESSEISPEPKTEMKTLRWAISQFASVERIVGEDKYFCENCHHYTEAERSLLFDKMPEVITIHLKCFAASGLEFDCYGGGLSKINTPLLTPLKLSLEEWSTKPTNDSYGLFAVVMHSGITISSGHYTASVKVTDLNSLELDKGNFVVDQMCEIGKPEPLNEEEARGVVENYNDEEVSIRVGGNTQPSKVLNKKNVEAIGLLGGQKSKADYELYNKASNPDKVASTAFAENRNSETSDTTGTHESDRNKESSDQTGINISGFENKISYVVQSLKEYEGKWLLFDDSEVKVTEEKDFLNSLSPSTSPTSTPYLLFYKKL
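In this screen, compounds sit with the deubiquitinase complex (1nM) for 15 min at room temperature before Ub-Rho is added at 150nM final. Fluorescence rise is then followed for 6 reads every 60 seconds.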
Vif-A3F inh: qHTS for Inhibitors of Vif-A3F Interactions: qHTS; 390,000 compounds, 0.2% hits; HeLa A3F-eYFP + Vif (tagged APOBEC3F with the HIV-1 protein that degrades it), YFP fluorescence increase; AID 602313, 2012; Potency, µM (top dose mostly 46.1 µM), for inactives: top-dose activity, negative = active; further: potency means the concentration at half of the fitted maximal effect; % of control where 0% means no effect; nearly all actives have a fitted effect of over 65% in size
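Fluorescence increase (Ex 488/Em 500-530) after overnight compound treatment at 37 deg C flags inhibition of Vif-driven A3F-eYFP loss in stable HeLa A3F-eYFP/Vif cells seeded overnight beforehand.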
RGS4 inh: Inhibitors of Regulator of G Protein Signaling (RGS) 4: qHTS; Potency, µM (highest dose often 114 µM), inactives show at the highest dose activity change, negative = inhibition, usual class: inhibitors; Regulator of G-protein signaling 4 (Homo sapiens), P49798; 390,000 compounds, 0.039% hits; Transcreener GDP fluorescence polarization, RGS4-accelerated GTP hydrolysis; further: potency means the concentration at half of the fitted maximal effect; on the % scale 0 is the no-effect control and ±100 the full control effect; nearly all actives have a fitted effect of over 75% in size; some results filed as inactive show a strong effect at the top dose
Target sequence (P49798 whole entry, looked up): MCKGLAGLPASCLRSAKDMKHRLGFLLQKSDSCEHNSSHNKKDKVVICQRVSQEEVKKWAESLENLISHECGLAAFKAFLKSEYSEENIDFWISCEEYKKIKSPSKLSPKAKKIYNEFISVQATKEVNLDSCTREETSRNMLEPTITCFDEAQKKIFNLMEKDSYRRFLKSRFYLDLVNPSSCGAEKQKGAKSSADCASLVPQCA
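MLSMR compounds (23 nl, pin-transferred) preincubated 10 min at room temperature with a 500nM (2x) first reagent, then RGS4 at 900nM (2x) plus Transcreener GDP mix added; fluorescence polarization (620/688 nm) read before and after 90 min at 30 °C.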
mIDH1 inhibitor: qHTS for Inhibitors of mutant isocitrate dehydrogenase 1 (IDH1): qHTS; Isocitrate dehydrogenase [NADP] cytoplasmic (Homo sapiens), O75874; IDH1-R132H enzyme, NADPH consumption, diaphorase/resazurin fluorescence; Potency, µM (series often up to 76.6 µM), for inactives: at the top dose activity change, negative = inhibition, actives largely listed as inhibitors; 390,000 compounds, 0.093% hits; further: potency means the concentration at half of the fitted maximal effect; on the % scale 0 is the no-effect control and ±100 the full control effect; nearly all actives have a fitted effect of over 65% in size
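IDH1-R132H (0.5 ug/mL dispensed) in pH 7.5 Tris buffer was preincubated 30 min with compound, then given a substrate mix of 0.016 mM NADPH and 2 mM alpha-KG for 80 min at room temperature; remaining NADPH was read by diaphorase/resazurin fluorescence.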
LDHA block: qHTS assay for inhibitors of human lactate dehydrogenase; L-lactate dehydrogenase A chain (Homo sapiens), P00338; purified LDHA, NADH/diaphorase-resazurin fluorescence; active compounds read low; activity change, % (values are at about 110 or 230 µM); 480,000 compounds, 0.15% hits; AID 1347041, 2019; in the data active means activity change below about -30%; inconclusive means mostly about -25% to -30%;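 further: plate controls were DMSO wells for no effect and wells without enzyme for full effect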
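Remaining NADH was detected by diaphorase (0.133 mg/mL) converting 37 µM resazurin to fluorescent resorufin, read at 0 and 20 minutes. The preceding 5-minute room-temperature reaction used 2 nM LDHA, 0.2 mM sodium pyruvate and 0.06 mM NADH at pH 7.4.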
Glioma ERSR ind: qHTS for Inducers of the Endoplasmic Reticulum Stress Response (ERSR) in Human Glioma: qHTS; U87-MG GRP78 promoter luciferase reporter, 16 h; Potency, µM, for inactives: top-dose activation, usual class: activators; 420,000 compounds, 0.02% hits; AID 602332, 2012; further: potency means the concentration at half of the fitted maximal effect; series mostly up to about 76 µM; % of control where 0% means no effect; nearly all actives have a fitted effect of over 35% in size
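Stably transfected U87-MG human glioma cells carrying a GRP78-based luminescent sensor were seeded at 1000 cells/well, pin-dosed with compounds and incubated 16 h. Luciferase reagent was then added, and end-point luminescence was read after 10 min at room temperature.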
Starred values were filed as active, the others as inactive; ? = inconclusive; / = not tested or not shown; & = joins results of further samples; [ ] = remark or other dose. Unless noted, the call rests on the fitted dose curve; in most records, active means well fitted curve in the direction sought with a large enough effect; inconclusive means small, poorly fitted or top-dose-only effect, or another doubt; inactive means no such curve, though single readings can be large; an effect the other way counts as inactive or inconclusive. These rows are one share of the data; the hit share may differ from the screen's.

SMILES	TrxR1 substrate	Vif-A3G inh	TrxR1 inh	USP1 inh	Vif-A3F inh	RGS4 inh	mIDH1 inhibitor	LDHA block	Glioma ERSR ind
CCCn1c2ccccc2c2cnn(CC(=O)Nc3cc(OC)c(OC)c(OC)c3)c(=O)c21	-15.5%	7.2%	-6.2%	-18.5%	9.6%	11.7%	-21.2%	-5.5	-2.8%
COC(=O)c1c(SCC(=O)Nc2cc(OC)cc(OC)c2)[nH]c2ccc(C)cc2c1=O	-5.9%[57.1 µM]	-3.2%	-5.0%[57.1 µM]	-10.2%	-23.8%	-14.0%	0.2%	-0.1	-2.7%
COCCNC(=O)c1onc(CSc2cc(C)cc(C)c2)c1C(=O)NCCOC	3.6%[57.1 µM]	-6.1%	8.3%[57.1 µM]	-5.7%	1.1%	16.0%	-6.3%	-2.5	-0.2%
COc1ccc(CN2C=C3C(=O)C(C)(OC(=O)CCc4ccccc4)C(=O)C=C3C=C2c2ccc(C#N)cc2)cc1 (stereo not drawn)	-12.6%	-1.6%	?	?	-1.7%	-33.6%	23.2%	1.3	0.4%
O=C(C[n+]1ccccc1)Nc1cc(C(F)(F)F)ccc1Cl	-5.2%	1.4%	-5.0%	-3.1%	1.1%	2.5%	0.5%	0.4	-3.2%
Cc1c(C(=O)Nc2ccc(Cc3ccncc3)cc2)cccc1[N+](=O)[O-]	-5.0%	0.0%	5.0%	-15.5%	3.9%	-17.1%	-7.3%	-1.6	-0.7%
CCOC(=O)N1CCN(S(=O)(=O)N2CCCC(C(=O)NCc3ccc(C)cc3)C2)CC1 (stereo not drawn)	/	3.0%	/	-13.3%	1.1%	/	2.8%	-12.9	-4.3%
CN(CC(=O)Nc1cccc(F)c1)C(=O)c1ccc2c(c1)NC(=O)CS2	-1.9%	-4.7%	12.8%	-12.4%	9.2%	?	19.3%	-2.3	-2.1%
O=C(NNC(=O)c1sccc1-n1cccc1)Nc1ccccc1	-16.0%[57.1 µM]	2.3%	17.5%[57.1 µM]	?	17.8%	-20.4%	1.8%	2.5	2.2%
COc1ccc(CCNC(=O)COC(=O)Cc2cccc3ccccc23)cc1	2.8%&-5.1%	1.6%&-1.8%	6.5%&-3.1%	-20.7%	0.6%	-26.9%&4.0%	0.0%	0.2&-2.8	0.3%&-5.5%
Cc1occc1C(=O)NCCCCc1ccccc1	5.5%	-1.0%	?	-14.4%	/	?	2.5%	1.6	1.7%
CCCCCn1c(=O)[nH]c2cc(C(=O)N3CCN(c4ccc(OC)cc4)CC3)ccc2c1=O	-6.9%	5.5%	-5.7%	-2.4%	-4.0%	29.1%	-3.1%	-3.0	-2.3%
O=C(COC(=O)C1CC2CCCC(C1)C2=O)NC(=O)c1ccc(OC(F)F)cc1 (stereo not drawn)	-1.5%	-5.4%	7.3%	3.3%	-20.2%	-46.5%	-5.8%	-4.1	-3.2%
CC(=O)NCc1ccc(S(=O)(=O)N2CCN(c3ccccn3)CC2)cc1	6.8%	0.5%	0.9%	-20.1%	8.2%	-6.8%	1.6%	-1.3	-1.6%
N#CCSc1nc(-c2ccccc2)nc2ccc(F)cc12	-1.0%	1.0%	22.7%	4.0%	-6.1%	15.7%	-3.4%	-1.4	3.7%
FC(F)(F)c1nc(Oc2ccccc2)c2ccccc2n1	-6.1%[57.1 µM]	-3.4%	7.8%[57.1 µM]	-13.7%	1.6%	-5.4%	8.2%	-0.6	-4.4%
COc1ccc(NC(=O)COC(=O)Cc2c[nH]c3ccccc23)cc1Cl	-0.9%	1.9%	13.8%	-36.3%	-4.6%	5.0%	-0.2%	-12.6	1.1%
CCc1ccc(/C(C)=N\Nc2ccc([N+](=O)[O-])cc2)cc1	-6.0%	-14.2%	-7.6%	-9.9%	-13.7%	5.0%	1.4%	-9.4	?
Cc1ccc(OCC(=O)N(Cc2ccco2)Cc2ccco2)cc1C	-1.6%	0.0%	20.5%	-28.0%	0.5%	10.6%	4.9%	-2.6	-1.5%
CCO[C@H]1OC(C(=O)N2CCCCCCC2)=C[C@@H](C2CCCCC2)[C@@H]1CCCO	-3.1%	0.2%	5.0%	-24.1%	-1.6%	-9.3%	-23.0%	-1.7	-3.3%
Cc1ccc(-c2ccc(=O)n(CC(=O)NCCN(C)C)n2)cc1	13.2%	0.3%	2.4%	-7.1%	-2.4%	-6.0%	-5.6%	-2.2	-2.6%
COc1ccc(N2CCN(C(=O)C3CCN(Cc4nc(-c5ccc(Cl)cc5)oc4C)CC3)CC2)cc1	-5.9%	2.9%	-3.1%	-21.4%	6.4%	-10.2%	10.4%	3.4	-2.8%
COc1ccc(C(=O)NC(=S)Nc2ccc3c(c2)Cc2ccccc2-3)cc1	14.4%[57.1 µM]	-2.5%	22.4%[57.1 µM]	-4.8%	-7.4%	-18.9%	1.5%	-4.7	-3.6%
Cc1cccc(Cn2c(C)c(C)c3cc(C(=O)NCCN4CCOCC4)ccc32)c1	-0.5%	0.6%	-2.3%	-8.1%	1.1%	11.5%[11.4 µM]	0.4%	0.6	-5.8%
Cc1ccc(NC(=O)Cc2ccc(Cl)cc2)nc1	11.2%[57.1 µM]	-0.7%	16.3%[57.1 µM]	-16.7%	8.6%	-7.5%	-2.5%	-10.6	-2.4%
CCCOc1cc(CN2CCCCC2)cc(C(C)=O)c1	10.8%[57.1 µM]	-4.4%	-63.7%	-27.9%	-1.6%	-8.3%	0.8%	-6.0	-6.6%
Cc1nn(-c2ccccc2)c(Oc2ccccc2)c1C=O	-3.7%	2.5%	16.7%	-22.6%	-3.7%	-12.2%	-1.3%	-1.1	-1.1%
O=C(CNS(=O)(=O)c1ccc2ccccc2c1)Nc1ccc(F)c(F)c1F	-7.0%	-1.5%	13.7%	-20.0%	1.4%	11.7%	3.2%	-4.4	-0.9%
COc1ccc(C2=NCCc3cc(OC)c(OC)cc32)cc1	-6.4%	-5.1%	-6.0%	-18.3%	-10.9%	-34.8%	1.9%	0.8	-3.9%
Cc1ccc(SCC(=O)Nc2ccc(N3CCOCC3)cc2)cc1C	-0.4%	2.6%	15.3%	-8.5%	-13.6%	-15.6%	-7.2%	-5.4	-0.7%
NC(=O)[C@@H]1CCCCNc2c(F)cc([N+](=O)[O-])cc2C(=O)N[C@@H](CC(=O)O)C(=O)N[C@@H](CCC(=O)O)C(=O)N1	-6.0%	-1.6%	1.1%	?	-0.4%	-0.3%	7.9%	0.7	-0.6%
CC1(C)Cc2c(sc3c2C2=NCCN2C=N3)CS1	-3.1%[57.1 µM]	-1.5%	6.2%[57.1 µM]	-8.4%	-5.1%	-9.8%	3.4%	4.6	-3.7%
Cc1ccc(C)c(CN2CCC(CNC(=O)Nc3ccc(C)c(F)c3)CC2)c1	2.6%	-0.3%	28.7%	-19.5%	0.7%	0.9%	8.8%	-2.2	0.8%
COc1ccccc1CCC(=O)Nc1ccc(S(=O)(=O)Nc2ncccn2)cc1	/	-4.8%	/	-21.6%	0.9%	/	5.3%	-0.8	-2.4%
CC1(C)CC(NC(=O)COc2ccc([N+](=O)[O-])cc2)CC(C)(C)N1	-4.4%[57.1 µM]	2.8%	-4.2%[57.1 µM]	?	5.5%	4.7%	3.9%	-1.7	-6.3%
O=C(CN1CCC(NC(=O)Cc2ccccc2)CC1)Nc1cccc2ccccc12	-4.0%	0.5%	23.7%	6.0%	1.0%	-6.0%	-1.5%	-6.5	-3.0%
O=C(NNC(=S)Nc1ccc(F)c(Cl)c1)c1ccccc1Br	1.1%	-19.1%	?	-23.7%	4.9%	-16.6%	-4.5%	-5.9	-1.6%
O=C(Nc1ccccc1N1CCN(C(=O)c2ccccc2)CC1)c1ccccc1Cl	3.9%	0.2%	21.8%	-24.8%	-7.9%	-0.8%	-1.1%	-0.5	-2.2%
CCN1CCN(Cc2ccc(NC(=O)c3cc(NC(=O)c4cc(C)on4)cc(OC)c3)cc2C(F)(F)F)CC1	2.2%	-6.4%&-24.9%	1.5%	?	-20.8%&-11.3%	-16.1%	-5.0%&-5.5%	-0.4&5.2	-3.8%&-3.0%
COc1ccc(-c2onc(C)c2C)cc1S(=O)(=O)Nc1cc(Cl)ccc1C	-1.1%[57.1 µM]	-18.3%	1.7%[57.1 µM]	6.3%	0.0%	10.0%	-17.8%	-9.2	-3.5%
